ssDAF12 agonist: activates DAF-12 receptor from parasite S. stercoralis; HEK293 ssDAF-12/GRIP1 lit1-tk-luc reporter, luminescence; % of 3 µM dafachronic acid response; activation, % at 6.8 µM; 370,000 compounds, 1% hits; AID 652126;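 active = activation above the mean over all tested compounds plus 3 SD, cut at about 0.9% in these data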;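 note: 0% = DMSO-only wells and 100% = 3 µM delta7-dafachronic acid wells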
sPLA2-III inh: Blocks human group III sPLA2 activity. AID 743126. inhibition, % at 12.2 µM. QFRET BODIPY PC-A2 liposome hydrolysis, fluorescence. Q9NZ20. 370,000 compounds, 0.56% hits;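 active = inhibition above mean plus 3 SD of compounds lying within the high and low control bounds, cut at about 19% in these data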;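 note: 0% = median of test compound wells and 100% = no enzyme DMSO wells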
DAX1 inh-1: inhibitors of DAX1 repression of SF-1 activated StAR promoter. HEK293T StAR-luciferase reporter, SF-1/DAX-1 repression relief. inhibition, % at 6.8 µM. 370,000 compounds, 1.1% hits. AID 652010;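 active = inhibition above the mean over all tested compounds plus 3 SD, cut at about 3.6% in these data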;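 note: 0% = DAX-1 cells with DMSO and 100% = cells lacking DAX-1 with DMSO; higher inhibition means more luminescence from relief of DAX-1 repression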
SMARCA2 act: activators of SMARCA2 function; MG213 cells, MMTV-luciferase reporter, dexamethasone, overnight; activation, % at 9.1 µM; 370,000 compounds, 1% hits; AID 652017; in the data active = activation above about 7.8%;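 note: 0% = vehicle wells and 100% = reference activator wells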
NPR1 activator: GC-A (human) enzyme activation; P16066; HEK293 GC-A cells, cGMP TR-FRET, EC30 ANP; 0% at EC30 ANP, 100% saturating ANP; activation, % at 10 µM; 370,000 compounds, 0.14% hits; in the data active = activation above about 40%
Target sequence (P16066 whole entry, looked up): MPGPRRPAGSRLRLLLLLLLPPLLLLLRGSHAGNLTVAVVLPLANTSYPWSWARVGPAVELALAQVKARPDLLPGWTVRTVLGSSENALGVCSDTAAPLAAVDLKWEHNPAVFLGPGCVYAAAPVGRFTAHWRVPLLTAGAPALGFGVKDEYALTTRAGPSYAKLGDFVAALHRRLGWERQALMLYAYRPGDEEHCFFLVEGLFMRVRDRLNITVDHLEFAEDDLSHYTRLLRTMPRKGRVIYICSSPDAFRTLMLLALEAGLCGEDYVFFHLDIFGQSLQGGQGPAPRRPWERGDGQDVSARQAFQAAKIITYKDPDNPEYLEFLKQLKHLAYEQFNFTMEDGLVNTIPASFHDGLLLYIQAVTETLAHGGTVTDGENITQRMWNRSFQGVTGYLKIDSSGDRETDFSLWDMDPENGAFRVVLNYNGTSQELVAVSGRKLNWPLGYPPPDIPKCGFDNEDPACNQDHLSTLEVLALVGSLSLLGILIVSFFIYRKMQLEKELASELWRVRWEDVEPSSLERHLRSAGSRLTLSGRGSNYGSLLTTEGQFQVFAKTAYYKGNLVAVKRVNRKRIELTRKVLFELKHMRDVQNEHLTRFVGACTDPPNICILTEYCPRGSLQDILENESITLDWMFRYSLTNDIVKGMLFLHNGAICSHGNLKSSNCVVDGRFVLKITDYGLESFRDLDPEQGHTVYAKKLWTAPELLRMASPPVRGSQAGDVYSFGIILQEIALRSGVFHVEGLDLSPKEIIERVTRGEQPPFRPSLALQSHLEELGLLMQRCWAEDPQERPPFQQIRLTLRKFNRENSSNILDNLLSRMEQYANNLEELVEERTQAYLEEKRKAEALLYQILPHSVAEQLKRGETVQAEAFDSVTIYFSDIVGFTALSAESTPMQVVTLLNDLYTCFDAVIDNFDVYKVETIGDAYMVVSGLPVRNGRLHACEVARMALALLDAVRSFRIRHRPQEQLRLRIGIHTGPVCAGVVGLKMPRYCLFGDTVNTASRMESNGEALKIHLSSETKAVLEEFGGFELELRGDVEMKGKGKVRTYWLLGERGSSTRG
proKLK7 act: activates the human kallikrein-7 zymogen; activation, % at 7 µM; purified proKLK7, EDANS-DABCYL substrate fluorescence; 100% is mature enzyme control, 0% vehicle; P49862; 370,000 compounds, 0.9% hits;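 active = activation above the mean of all tested compounds plus 3 SD, computed per campaign excluding outliers beyond control limits, cut at about 13% in these data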
hgDAF-12 ag: hgDAF-12 agonism, primary luciferase screen; 370,000 compounds, 1.8% hits; HEK293 GAL4-hgDAF12 UAS-luciferase reporter, agonist luminescence; normalized to butyrate control; activation, % at 6.8 µM; AID 687014;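 active = activation above a cutoff set at the mean of all screened compounds plus 3 SD, cut at about 10% in these data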;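 note: 0% = DMSO wells and 100% = sodium butyrate wells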
hcDAF-12 act: H. contortus DAF-12 activation, primary screen; HEK293 hcDAF-12 lit1-tk-luc reporter, luminescence; 0% DMSO, 100% Δ7-dafachronic acid; activation, % at 6.8 µM; AID 652067; 370,000 compounds, 1.4% hits;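 active = activation above the mean of all tested compounds plus 3 SD, cut at about 5.5% in these data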;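 note: 100% = response to 3 µM Δ7-dafachronic acid high control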
DAX1 inh-2: NR0B1 (DAX1) inhibition. HEK293 Gal4-DAX1 luciferase reporter, luminescence. inhibition, % at 6.75 µM. 340,000 compounds, 0.99% hits. AID 504766;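 active = inhibition above the mean over all tested compounds plus 3 SD, cut at about 4.2% in these data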;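 note: 0% = DAX1-transfected cells with DMSO and 100% = empty-vector control cells with DMSO; inhibition shows as a rise in luminescence from relieved DAX1 repression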
FXN GAA850 act: increases GAA850 frataxin promoter reporter activity; AID 540364; HEK293 lucGAA850 FXN promoter luciferase reporter, 24 h; percent of 10 µM SAHA response; activation, % at 6 µM; 360,000 compounds, 0.56% hits;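 active = activation above the average of all compounds screened plus 3 SD, cutoff fixed separately per campaign, cut at about 7.5% in these data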;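 note: 0% = DMSO wells and 100% = 10 µM SAHA wells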
NPR2 activator: GC-B (human) receptor activation; P20594; HEK293-GC-B cells, CNP EC30, cGMP TR-FRET; 0% at EC30 CNP, 100% saturating CNP; activation, % at 10 µM; 370,000 compounds, 0.11% hits;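 active = activation at 10 µM reaching about 35% in either raw or pattern-adjusted values, limit read from the data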
Numbers without * were called inactive; . = not tested or not shown.

Every second line gives: ssDAF12 agonist, sPLA2-III inh, DAX1 inh-1, SMARCA2 act, NPR1 activator, proKLK7 act, hgDAF-12 ag, hcDAF-12 act, DAX1 inh-2, FXN GAA850 act, NPR2 activator
> CCCCc1nc(SCC(=O)Nc2nnc(C(C)C)s2)n[nH]1
→ -1.3, 4, -1.8, 0, -2, -0.2, -2.3, -1.4, 0.8, 1.0, 1
> CC1CC(C)CN(CC(=O)c2cccs2)C1 (stereo unspecified)
→ -1.4, 0, -0.8, 1, -4, 0.4, -2.8, 1.1, 0.3, -1.7, 1
> Cc1cc(NO)nc(-c2ccc(Br)cc2)n1
→ 0.3, -8, 0.4, 6, 5, -0.2, 13*, 3.8, 2.4, 0.6, 1
> O=C1CNC(=O)/C(=C/c2ccco2)N1
→ -0.9, 7, 0.3, -4, 1, 1.0, -4.8, 0.3, 4.4*, 1.6, 1
> CCOc1ccc(/C=C/c2[nH]c(=O)[nH]c(=O)c2[N+](=O)[O-])cc1
→ -1.0, -15, 0.4, 1, -1, 0.8, 2.5, -0.7, 0.6, 0.9, 1
> CC(CCc1ccccc1)NC(=O)c1ccc(NC(=O)c2cccc(Br)c2)cc1 (stereo unspecified)
→ -1.6, -4, -0.7, -2, -10, 0.1, -1.2, -1.5, -1.6, -4.9, -3
> C=CCNC(=O)c1cccc(Br)c1
→ -0.1, 0, 0.1, 7, 3, -0.3, 1.0, 1.0, 1.4, 2.9, 3
> O=C1NCC(Nc2ccc(Br)cc2)C(=O)N1 (stereo unspecified)
→ -1.7, -3, -0.5, 2, -3, 0.3, -2.5, 0.1, 1.0, 2.2, 3
> CCOC(=O)C1CCN(C(=O)C(C)(C)NC(=O)Nc2ccccc2Cl)CC1
→ -0.7, 1, ., ., -2, ., 0.7, -0.1, ., ., 2
> C[C@H](CO)N1C[C@H](C)[C@@H](CN(C)S(=O)(=O)c2ccccc2)Oc2ccc(NS(=O)(=O)c3ccc(F)cc3)cc2C1=O
→ -1.2, -27, -1.0, 0, -1, -0.2, 1.0, -1.0, -0.8, -0.1, -1
> O=C(Nc1cccnc1)C1Cc2c(-c3cccc(F)c3)ccnc2O1 (stereo unspecified)
→ -1.4, -6, -0.5, 1, -2, 0.1, -1.8, -1.8, ., 0.1, 1
> CC1CC(C)(C)N(C(=O)CN2C(=O)c3ccccc3C2=O)c2ccccc21 (stereo unspecified)
→ -1.0, -2, 0.5, -1, -2, -0.5, -0.6, -3.0, -0.1, 0.9, 1
> CCN(CC)S(=O)(=O)c1cc(NC(=O)Cc2ccc(S(=O)(=O)N3CCOCC3)s2)ccc1Cl
→ -2.2, -73, -6.6, -7, -1, -0.4, -9.8, -3.8, -2.5, -0.4, 2
> COCCN1C(=O)COc2ccccc2C1C(=O)NC1CCCCC1 (stereo unspecified)
→ -0.7, 0, 1.0, -1, 0, -1.0, 0.6, 1.9, ., ., -2
> Cc1nc(-c2ccc(S(=O)(=O)NCc3cccnc3)s2)cs1
→ -1.4, -2, -0.8, -3, 0, -0.2, -2.9, -1.6, -1.7, -0.6, -1
> O=C(CC1CCCCC1)N1CCC(c2nc(-c3ccc(S(=O)(=O)N4CCCC4)cc3)no2)CC1
→ -2.0, -3, -0.2, -3, 3, 0.6, 1.4, -1.0, -0.1, -2.3, 1
> COc1ccc(C)c(-n2c(=O)n(Cc3ccccc3)c(=O)c3[nH]cnc32)c1
→ -0.9, -6, -0.7, -1, 8, 0.4, -3.0, -2.0, ., 3.6, 8
> O=C(N/N=C/C=C/c1ccco1)c1cnccn1
→ -0.3, 0, -0.1, -2, -2, -0.2, 2.7, 0.5, ., 1.9, 2
> O=C(CSc1nnc(-c2ccccc2)c(-c2ccccc2)n1)N1CCc2ccccc21
→ -0.1, -2, -0.4, -1, 5, -0.4, 3.0, 3.5, 0.6, 2.9, -3
> CC(=NNc1ccc([N+](=O)[O-])cn1)c1ccc(N)cc1
→ -0.2, 1, 0.3, 1, 0, -0.7, 8.8, -0.7, 0.5, 2.1, -3
> O=C(COc1ccc(S(=O)(=O)N2CCCC2)cc1Cl)Nc1ccc2c(c1)OCO2
→ -1.7, -17, -2.3, -2, 2, 0.2, 0.5, -1.7, -0.9, -1.8, -2
> N=c1ccn(Cc2ccc(Cl)cc2Cl)cc1
→ -1.1, 5, -2.5, -1, 0, 1.0, -8.7, -2.7, -1.9, -1.2, 5
> CCCSc1nnc2n(C)c(=O)c3c4c(sc3n12)CCC4
→ -1.6, 2, -0.6, -1, 31, 0.8, -0.6, -0.8, -0.9, 2.7, 26
> COc1cc(/C(C#N)=C/c2cccc3ccccc23)c([N+](=O)[O-])cc1OC
→ -1.2, -1, -0.2, -3, 0, -0.1, -1.2, 1.3, -1.6, 3.7, 0
> CCc1ccc(NC(=S)N2CCN(C)CC2)cc1
→ -0.6, 6, 2.7, 4, 1, 0.7, 0.5, 3.6, 1.0, 2.5, 3
> Cc1ccc(CNC(=O)O[C@H]2CC[C@@]34CCCN3C(=O)CCC[C@H]4C2)o1
→ -1.8, 2, ., ., -2, ., -2.6, -0.6, ., ., 0
> O=C(CSc1ncnc2c1cnn2-c1ccccc1)NCC1CCCO1 (stereo unspecified)
→ -0.8, 9, -3.3, -3, 0, -0.4, -2.3, 1.4, -0.5, -1.7, -6
> Cc1ccc(-n2ncc(C(=O)Nc3cc(Cl)ccc3C)c2C2CCNCC2)cc1C
→ -1.8, 4, 0.6, 1, -3, 0.3, -1.2, -3.7, -0.7, -1.7, 2
> COc1cccc(-c2cc(C(=O)N3CCN(S(=O)(=O)c4ccc(Br)cc4)CC3)[nH]n2)c1
→ -0.6, 6, -1.4, 1, -1, 0.1, -2.4, 1.4, -0.3, -0.5, -15
> COc1ccc(NC(=S)N2CCNC(=O)C2CC(=O)Nc2ccc(C)cc2)cc1 (stereo unspecified)
→ -1.3, 0, -0.5, -1, 2, -0.8, -0.6, -1.9, 0.1, -1.1, 3
> CCn1c(CNC(=O)COc2ccc(C(C)C)cc2)nnc1SCC(=O)Nc1ccccc1F
→ -1.2, -6, -0.9, -2, 4, 0.3, -2.5, -2.6, 1.2, 1.1, -1
> Cc1ccsc1/C=N/NC(=O)CNC(=O)c1c(F)cccc1Cl
→ -1.2, -1, 0.6, -1, 1, -0.1, 0.4, -0.6, 0.8, 0.2, 4
> O=C1CCCN1C(=O)CSc1ncnc2sccc12
→ -0.9, 8, 0.1, 4, 5, 0.2, 3.0, 1.9, 0.9, 1.0, 0
> O=c1c(Cc2ccc(Cl)cc2Cl)c(O)ccn1CCCN1CCOCC1
→ -1.6, 2, -1.1, 3, ., 0.1, -1.1, -0.6, 0.4, -0.6, .
> CCC(=O)c1ccc(OCC(=O)N2CCCC2)c(OC)c1
→ -0.9, 0, -0.3, 0, 0, -0.4, 3.6, -1.4, 1.2, 0.3, 4
> C/C=C/Cn1c(SCc2ccc(C)cc2)nc2c1c(=O)[nH]c(=O)n2C
→ -0.8, 6, 0.3, 1, -8, 0.1, 0.8, 0.1, 2.2, 8.7*, -7
> C[C@@H]1CN([C@H](C)CO)C(=O)CCCn2nncc2CO[C@@H]1CN(C)C(=O)Nc1ccnc(N2CCOCC2)c1
→ -1.5, 4, -0.4, 2, 0, -0.7, -0.7, 1.5, 0.9, 1.0, 5
> O=C(Nc1ccccc1)Nc1nc2ncccn2c1-c1ccc(F)c(F)c1
→ -0.2, 5, 1.5, 0, 2, 0.9, 9.1, -1.4, ., ., 6
> COc1cccc(NC(=O)CSc2nnc(C)s2)c1
→ -0.5, 2, -0.6, 2, 4, 0.1, 1.2, -1.8, 2.3, -1.6, -4
> CC1(C(=O)NS(=O)(=O)c2cccs2)CCN1C(=O)c1ccco1 (stereo unspecified)
→ -0.5, 7, -1.1, -5, 3, -0.3, -3.0, 0.2, ., -0.9, -3

In the list so far, these have a Cl atom:
Every second line gives: ssDAF12 agonist, sPLA2-III inh, DAX1 inh-1, SMARCA2 act, NPR1 activator, proKLK7 act, hgDAF-12 ag, hcDAF-12 act, DAX1 inh-2, FXN GAA850 act, NPR2 activator
> CCOC(=O)C1CCN(C(=O)C(C)(C)NC(=O)Nc2ccccc2Cl)CC1
→ -0.7, 1, ., ., -2, ., 0.7, -0.1, ., ., 2
> CCN(CC)S(=O)(=O)c1cc(NC(=O)Cc2ccc(S(=O)(=O)N3CCOCC3)s2)ccc1Cl
→ -2.2, -73, -6.6, -7, -1, -0.4, -9.8, -3.8, -2.5, -0.4, 2
> O=C(COc1ccc(S(=O)(=O)N2CCCC2)cc1Cl)Nc1ccc2c(c1)OCO2
→ -1.7, -17, -2.3, -2, 2, 0.2, 0.5, -1.7, -0.9, -1.8, -2
> N=c1ccn(Cc2ccc(Cl)cc2Cl)cc1
→ -1.1, 5, -2.5, -1, 0, 1.0, -8.7, -2.7, -1.9, -1.2, 5
> Cc1ccc(-n2ncc(C(=O)Nc3cc(Cl)ccc3C)c2C2CCNCC2)cc1C
→ -1.8, 4, 0.6, 1, -3, 0.3, -1.2, -3.7, -0.7, -1.7, 2
> Cc1ccsc1/C=N/NC(=O)CNC(=O)c1c(F)cccc1Cl
→ -1.2, -1, 0.6, -1, 1, -0.1, 0.4, -0.6, 0.8, 0.2, 4
> O=c1c(Cc2ccc(Cl)cc2Cl)c(O)ccn1CCCN1CCOCC1
→ -1.6, 2, -1.1, 3, ., 0.1, -1.1, -0.6, 0.4, -0.6, .

Compound activity: PubChem BioAssay, several laboratories
